CRFR2-BP ag: CRF-BP/CRF-R2 complex agonism; HEK293 CRF-R2/CRF-BP, calcium dye fluorescence (FLIPR); percent of saturating CRF peptide response; activation, % at 13.2 µM; 350,000 compounds, 0.46% hits;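 active = activation of at least 50%, plus an integration ratio under a set limit after plate pattern correction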;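 also: plate controls were neutral control wells without compound for no effect and CRF at EC100 for full effect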
M5 antag: blocks acetylcholine activation of human M5 receptor; P08912; CHO-hM5 cells, Fluo-8 calcium fluorescence, ACh EC80; inhibition, % at 3 µM; 360,000 compounds, 0.59% hits;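 active = inhibition above a per-plate cutoff, the mean of that plate's test compounds plus 3 SD, cut at about 27% in these data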;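 also: 0% = acetylcholine EC80 with DMSO and 100% = DMSO without agonist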
Target sequence (P08912 whole entry, looked up): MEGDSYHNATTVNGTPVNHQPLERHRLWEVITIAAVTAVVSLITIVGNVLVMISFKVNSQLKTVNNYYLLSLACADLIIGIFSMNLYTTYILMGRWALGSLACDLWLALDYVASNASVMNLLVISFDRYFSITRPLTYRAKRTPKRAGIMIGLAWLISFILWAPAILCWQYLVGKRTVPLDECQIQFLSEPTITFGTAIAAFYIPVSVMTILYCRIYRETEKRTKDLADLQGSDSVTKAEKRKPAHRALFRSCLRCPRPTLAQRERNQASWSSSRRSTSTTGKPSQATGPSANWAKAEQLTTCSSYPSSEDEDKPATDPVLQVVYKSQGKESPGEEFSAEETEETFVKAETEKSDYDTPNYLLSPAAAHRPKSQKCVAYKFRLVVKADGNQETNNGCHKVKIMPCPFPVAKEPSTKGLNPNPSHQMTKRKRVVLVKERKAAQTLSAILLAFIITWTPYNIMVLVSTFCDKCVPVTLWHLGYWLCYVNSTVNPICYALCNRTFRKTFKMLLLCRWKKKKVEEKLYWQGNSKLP
CHRM1 antagonist: antagonists of human M1 muscarinic receptor | 360,000 compounds, 1.3% hits | P11229 | inhibition, % at 3 µM | CHO-K1 hM1, Fluo-8 calcium fluorescence, ACh EC80 antagonist;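 active = percent inhibition above its own plate's cutoff, namely the mean of that plate's compound wells plus 3 SD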;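 also: peak over basal fluorescence ratio during 140 s after agonist addition; 0% = ACh EC80 plus DMSO and 100% = DMSO alone without agonist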
CHRM5 PAM: potentiates acetylcholine response at human M5 receptor. P08912. CHO-K1 hM5, Fluo-8 calcium, ACh EC20 PAM; 0% = ACh EC20, 100% = ACh EC100. activation, % at 3 µM. 360,000 compounds, 0.3% hits. AID 624038;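 active = activation above the run cutoff, the mean activation of all test compounds plus 3 SD, cut at about 18% in these data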
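Probe or stimulus: acetylcholine, EC20 level; Assay system: human M5 receptor in CHO-K1 cells; Schedule: compound preincubation 140 s before EC20 acetylcholine addition; Technique: intracellular calcium via Fluo-8 fluorescence; Dosing: single-point, 3 µM nominal; Read-out basis: percent activation from peak-over-basal fluorescence ratio, scaled EC20-to-EC100 acetylcholine; Repeats: one well per compound, no replicates.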
M5 ag: CHRM5 agonism in calcium assay | AID 624037 | 360,000 compounds, 0.19% hits | P08912 | activation, % at 3 µM | CHO-K1 hM5 cells, Fluo-8 calcium fluorescence; 0% DMSO wells, 100% maximal acetylcholine response;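 active = activation above the run's mean over test compounds plus 3 SD, cut at about 23% in these data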;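 also: signal is peak over basal fluorescence ratio across the kinetic read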
CHRM1 PAM: positive allosteric modulators of human M1 muscarinic receptor. CHO-K1 hM1, Fluo-8 calcium fluorescence, ACh EC20; 0% = ACh EC20, 100% = maximal ACh. AID 588819. activation, % at 3 µM. P11229. 360,000 compounds, 0.088% hits; in the data active = activation above about 19%, passing the limit was not always enough
M4 antag: CHRM4 antagonism in calcium assay. P08173. CHO-hM4 cells, ACh EC80, Fluo-8 calcium fluorescence. inhibition, % at 3 µM. 360,000 compounds, 0.73% hits. AID 624125;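 active = inhibition above its plate's cutoff, the mean inhibition of sample wells plus 3 SD, cut at about 27% in these data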;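 also: 0% = acetylcholine EC80 with DMSO and 100% = DMSO without agonist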
Target sequence (P08173 whole entry, looked up): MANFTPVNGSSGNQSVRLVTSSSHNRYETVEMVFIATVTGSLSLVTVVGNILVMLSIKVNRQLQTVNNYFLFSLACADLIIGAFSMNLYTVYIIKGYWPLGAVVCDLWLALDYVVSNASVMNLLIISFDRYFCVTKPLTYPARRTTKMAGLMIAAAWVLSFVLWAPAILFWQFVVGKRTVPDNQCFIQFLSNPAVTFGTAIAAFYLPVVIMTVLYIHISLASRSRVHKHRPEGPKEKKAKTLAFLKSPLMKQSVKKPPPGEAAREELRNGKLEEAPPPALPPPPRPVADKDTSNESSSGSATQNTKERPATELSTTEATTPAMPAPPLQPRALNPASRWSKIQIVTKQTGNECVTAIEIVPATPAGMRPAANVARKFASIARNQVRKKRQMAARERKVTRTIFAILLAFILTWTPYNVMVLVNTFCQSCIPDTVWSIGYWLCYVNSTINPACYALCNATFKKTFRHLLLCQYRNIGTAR
M4 ag: CHRM4 agonism in calcium assay; P08173; CHO-K1 hM4/Gqi5, Fluo-8 calcium fluorescence; vehicle 0%, full acetylcholine response 100%; activation, % at 3 µM; 360,000 compounds, 0.14% hits; AID 624127;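 active = activation above the run mean over all test wells plus 3 SD, cut at about 32% in these data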;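 also: peak over basal fluorescence ratio per well then scaled between controls; 0% = DMSO wells and 100% = acetylcholine at EC100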
M4 PAM: CHRM4 positive allosteric modulation. AID 624126. 360,000 compounds, 0.4% hits. activation, % at 3 µM. CHO-K1 hM4/Gqi5, Fluo-8 calcium fluorescence, ACh EC20; 0% = ACh EC20, 100% = maximal ACh;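 active = activation above its plate's cutoff, the mean activation of sample wells plus 3 SD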; also: some results filed as inactive read as strong as hits
Starred values were filed as active, the others as inactive; x = not tested or not shown.

CRFR2-BP ag,M5 antag,CHRM1 antagonist,CHRM5 PAM,M5 ag,CHRM1 PAM,M4 antag,M4 ag,M4 PAM,canonical_smiles
-0.3,-9,-9,4,1,0,-3,2,-2,COc1ccc(N(CC(=O)N2CCc3ccccc3C2)S(C)(=O)=O)cc1Cl
-2.7,2,-4,1,1,7,-1,1,2,O=C(C1CCCN(c2ncccn2)C1)N1CCc2ccccc21 (stereo not drawn)
2.5,-9,-21,19*,-6,-1,-2,0,0,O=C1c2ccccc2C(=O)N1CCC1=CCCCC1
x,-1,-26,1,-1,11,-2,0,8,CCOc1ccc2nc(S(=O)(=O)NC(=O)C3(C)CCN3C(=O)c3c(C)noc3C)sc2c1 (stereo not drawn)
-1.2,7,-8,4,-1,-3,15,1,-12,COc1cc(C(C[N+](=O)[O-])c2c(C)cc3ccccn23)ccc1O (stereo not drawn)
2.1,-4,0,-1,-2,2,3,4,0,COc1cc(C(=O)Nc2ccc(C(F)(F)F)cc2)ccc1OCC(=O)N1CCOCC1
-2.1,-12,-11,8,1,10,-2,1,17,CCNc1ccc(C(=O)OCC)cc1NC(=O)c1cccc(S(=O)(=O)N2CCOCC2)c1
-2.6,1,-7,-1,3,3,3,4,-2,O=C(NNC(=O)C(c1ccccc1)c1ccccc1)c1ccccn1
1.9,-2,-13,0,0,4,4,1,-2,COc1ccc(NC(=S)NN2CCOCC2)cc1OC
0.9,2,-12,4,15,11,9,1,5,Cc1ccc(NC(=O)CCC(=O)NNC(=O)NC2CCCCC2)c(C)c1
39,6,3,-2,1,0,-5,-2,9,O=C(O)c1ccc(Cl)cc1NC(=O)C1CCN(S(=O)(=O)c2cccs2)CC1
6.1,8,2,-9,-1,0,0,0,10,Cn1c(SCc2ccc(Cl)cc2Cl)nc(C(F)(F)F)cc1=O
1.9,-3,-12,3,-1,13,3,0,-1,CC(=O)N/C(=C\c1ccccc1)C(=O)NCC(=O)O
5.0,-3,-12,3,5,10,1,1,-3,CC1CC(=O)Nc2ccccc2S1(=O)=O (stereo not drawn)
-1.6,10,-7,3,0,7,-6,0,11,CCN(CC)C(=O)c1nc[nH]c1C(=O)N1CCc2ccccc2C1
-1.3,8,5,-2,0,-5,-6,0,3,S=C(NN=Cc1ccccn1)N(Cc1ccccn1)Cc1ccccn1
-0.2,-2,8,-13,3,-7,7,14,-6,CCc1nc2ccc(C(=O)N(C)CC(=O)Nc3cccc(F)c3)cc2nc1CC
0.1,-12,-15,8,-2,13,-10,1,2,O=C(COc1ccc(Cl)cc1)N1CCCC1
-0.6,-1,-22,-2,6,16,-5,3,4,CCC(=O)Nc1cccc(-c2nc3ccc(C)cc3o2)c1
-0.1,4,-1,-6,0,3,1,2,2,CC1Cc2cc(/C(O)=C3/C(=O)C(=O)N(CCN4CCOCC4)C3c3cccc(O)c3)ccc2O1 (stereo not drawn)

Structural class, those above containing two or more sulfur atoms.
CRFR2-BP ag,M5 antag,CHRM1 antagonist,CHRM5 PAM,M5 ag,CHRM1 PAM,M4 antag,M4 ag,M4 PAM,canonical_smiles
x,-1,-26,1,-1,11,-2,0,8,CCOc1ccc2nc(S(=O)(=O)NC(=O)C3(C)CCN3C(=O)c3c(C)noc3C)sc2c1 (stereo not drawn)
39,6,3,-2,1,0,-5,-2,9,O=C(O)c1ccc(Cl)cc1NC(=O)C1CCN(S(=O)(=O)c2cccs2)CC1

The listing continues:
CRFR2-BP ag,M5 antag,CHRM1 antagonist,CHRM5 PAM,M5 ag,CHRM1 PAM,M4 antag,M4 ag,M4 PAM,canonical_smiles
-3.8,-1,-3,1,-1,-2,-20,10,-3,COc1ccccc1N1CCN(C(=O)c2cc3c(=O)n(C)c4ccccc4c3n2C)CC1
3.1,5,-11,-2,-3,9,-4,0,3,COc1ccc(C(=O)Cc2cc3cccc(OC)c3oc2=O)cc1
-1.2,1,-8,7,-3,8,-5,1,8,Cc1cccc(C(C)C)c1NC(=O)COC(=O)CN1C(=O)C2CC=CCC2C1=O (stereo not drawn)
1.0,11,1,-10,-2,-5,-3,1,-1,N#Cc1ccc(OCC(=O)N/N=C2/CC(c3ccccc3)Oc3ccccc32)cc1 (stereo not drawn)
-3.4,0,-12,1,-1,12,-7,1,2,CCSCc1nnc(SCC(=O)Nc2ccc(F)cc2)n1CC
-4.1,5,-11,-3,1,10,2,3,-2,COc1cc(C(=O)OCCCc2cc3ccccc3c(=O)o2)cc(OC)c1OC
x,11,4,-6,0,2,1,1,-5,CC(=O)NC(c1ccccc1)c1nc(-c2cnc3ccccc3c2)cs1 (stereo not drawn)
-0.8,1,-14,3,-2,10,10,1,0,CCn1cc(S(=O)(=O)c2ccccc2)c(=O)c2cc(F)c(N3CCN(C)CC3)cc21
-1.2,9,9,1,3,0,-2,0,-4,O=C(CSc1ccc(-c2ccc3c(c2)OCO3)nn1)Nc1nccs1
4.3,-2,-7,-3,-2,14,-8,0,6,Cc1onc(-c2c(F)cccc2Cl)c1C(=O)Nc1sc2c(c1C#N)CCC(C(C)(C)C)C2 (stereo not drawn)
-0.3,-4,-13,-2,-5,5,-16,2,16*,NC1=NC(=O)CC(C(=O)NCc2ccccc2)S1 (stereo not drawn)
0.3,3,0,2,-8,3,-6,2,2,CC(NC(=S)NCCCN1CCOCC1)C12CC3CC(CC(C3)C1)C2 (stereo not drawn)
12,-11,-7,3,-1,3,4,0,3,O=c1c2ccccc2sn1-c1ccccc1F
0.7,11,-15,7,-4,9,-16,0,2,CCOC(=O)N1CCC(NC(=O)Cc2ccccc2)CC1
-2.0,13,-8,-3,-4,6,1,1,-4,Cc1nn(C(=O)CCC(=O)NCCc2ccccc2)c2ccccc12
2.9,4,-7,-1,0,4,-16,3,-4,O=C1c2ccccc2NC(c2cccc(O)c2)N1O (stereo not drawn)
-6.1,5,-2,-11,2,-2,-28,14,1,Cc1ccccc1-c1nc(CS(=O)(=O)CC(=O)NCc2ccccc2)c(C)o1
-8.4,9,20,-15,0,-22,-1,8,-18,CCc1ccccc1N=C1S/C(=C/c2ccccc2OCC(=O)N2CCOCC2)C(=O)N1C
-3.4,-2,-6,-1,-2,2,-10,8,4,COc1ccc([C@H]2CC(=O)C=C(c3ccc(NC(C)=O)cc3)C2)cc1OC
2.1,8,-5,2,-2,5,3,0,3,O=C(Nc1nc2ccc(C(=O)N3CCCCC3)cc2s1)C1CCCCC1

Overlap with the part before: 3 entries; new compounds follow.
CRFR2-BP ag,M5 antag,CHRM1 antagonist,CHRM5 PAM,M5 ag,CHRM1 PAM,M4 antag,M4 ag,M4 PAM,canonical_smiles
-8.4,9,20,-15,0,-22,-1,8,-18,CCc1ccccc1N=C1S/C(=C/c2ccccc2OCC(=O)N2CCOCC2)C(=O)N1C
-3.4,-2,-6,-1,-2,2,-10,8,4,COc1ccc([C@H]2CC(=O)C=C(c3ccc(NC(C)=O)cc3)C2)cc1OC
2.1,8,-5,2,-2,5,3,0,3,O=C(Nc1nc2ccc(C(=O)N3CCCCC3)cc2s1)C1CCCCC1
-0.6,1,-5,-1,-1,6,-12,1,8,Cc1ccc(NC(=O)CS(=O)(=O)c2cn(C)c3ccccc23)c(C)c1
-0.5,-2,-13,-4,0,12,7,0,0,c1ccc(CNc2ncnc3c2cnn3-c2ccccc2)cc1
x,5,12,0,-1,-6,-10,1,2,Cc1noc(C)c1-c1ccc(C(=O)NCC2CC2)c2occc12
-1.6,4,-8,1,-6,3,3,7,-4,Cc1noc(C)c1C(=O)Nc1nc(-c2cc(F)ccc2F)cs1
0.2,9,-7,0,-4,13,-5,0,-1,CCn1cc(C(=O)Nc2ccc(Cl)cc2Cl)cn1
-1.2,6,-12,2,1,10,-4,3,4,CCOC(=O)NC(=S)Nc1c(C)n(C)n(-c2ccccc2)c1=O
x,-2,-19,2,-3,0,-13,0,-1,CCCCCCCCC(c1nc2cc(C)c(C)cc2[nH]1)n1c(=O)c(-c2ccccc2Br)nc2ccccc21 (stereo not drawn)
-0.9,-1,-9,13,-3,12,9,1,0,CC(C)(C)NCC(O)COc1ccc(Br)cc1 (stereo not drawn)
0.5,-2,-2,-3,-3,9,4,0,2,CCn1c(CC(=O)Nc2ccc(Cl)c(Cl)c2)nnc1SCc1ccc(C)cc1
10,-1,-3,-5,0,1,-10,6,-6,O=C(OC1CCOC1=O)c1cc(-c2cccs2)nc2ccccc12 (stereo not drawn)
-4.3,-6,-7,0,-2,6,-7,0,4,CCOC(=O)c1sc2ncn(C(C)C(=O)OCC)c(=O)c2c1C (stereo not drawn)
-1.2,6,-2,2,2,8,-8,0,-2,COC(=O)CSc1nnc(CNC(=O)c2cc(OC)cc(OC)c2)n1-c1ccc(F)cc1
-3.5,2,0,-4,-3,0,5,2,-3,Cc1cc(C)cc(N(CC(=O)NC2CCCCC2)C(=O)CCCC(=O)Nc2ccccn2)c1
-1.5,5,-1,14,-2,6,-13,0,10,COc1ccccc1-n1cnnc1SCC(=O)NC1CCS(=O)(=O)C1 (stereo not drawn)
3.8,8,5,-3,-1,-5,-5,0,5,COc1ccc2[nH]c(=O)c(CNc3cc(C)ccc3C)cc2c1
-0.3,-15,-35,15,-6,4,-1,0,3,COCC(=O)NCCNc1nc2ccc(C)cc2cc1C
-1.9,-5,3,0,0,5,0,1,0,CCOc1cc(/C=C2/NC(=O)NC2=O)cc([N+](=O)[O-])c1O
0.9,-6,-22,10,4,9,10,0,-2,O=C(/C=C/c1cccs1)Nc1ccc(S(=O)(=O)Nc2ncccn2)cc1
6.8,9,-1,7,1,15,1,0,1,Cc1c(NCc2cccnc2)cccc1C(=O)O
x,16,29,-18,-6,-20,3,2,-8,O=C(NCc1ccc(Cl)c(Cl)c1)c1cc(C2CCCCN2C(=O)CCc2ccccc2)on1 (stereo not drawn)
-1.7,16,2,1,-2,-1,7,-1,-8,CCC(=O)Nc1ccc2c(c1)nc(CCN1CCCCC1)n2C
-1.3,9,-6,-8,-4,4,-3,7,-3,COc1ccc(-n2nc(C(=O)NCC(=O)NCC3CCCO3)c3ccccc3c2=O)cc1Cl (stereo not drawn)
x,3,x,1,-1,x,-3,1,5,Nc1c(-c2ccccc2)nc2ncccn12
0.3,8,6,2,2,-4,-6,2,-3,c1ccc(-c2cn(C[C@H]3CC[C@@H]([C@@H]4CC[C@H](Cn5cc(-c6ccccn6)nn5)O4)O3)nn2)nc1
0.5,-5,0,-2,2,0,-10,11,2,C=CCn1c(COc2cccc(C)c2C)nnc1SCC(=O)N1CCN(c2ccccc2)CC1
-0.9,20,-6,-2,-3,7,2,1,3,O=C(CCN1CCOCC1)NC12CC3CC(CC(C3)C1)C2
1.1,0,-3,0,1,2,-7,1,3,CCOCCCNC(=O)c1ccc2c(c1)N(Cc1ccccc1)C(=O)CS2=O (stereo not drawn)
-0.7,-6,-9,2,1,7,-19,1,0,CSc1ncnc2c1ncn2CCCNCc1cccs1
-0.7,6,-13,-4,-2,1,10,2,3,CCOc1cc(N2CCOCC2)c(OCC)cc1NCC(=O)N1CCN(Cc2ccccc2)CC1
0.2,15,8,-10,3,-8,-2,19,-11,O=C(NCC(=O)N(Cc1ccccc1)C(C(=O)NCC1CCCO1)c1ccccc1)c1ccco1 (stereo not drawn)
1.6,-3,-19,-3,-1,9,-9,4,5,COc1ccc(NC(=O)c2ccccc2SCc2ccccc2)cc1
-0.1,4,2,-2,-1,7,8,2,-3,Cc1noc(C)c1COc1ccc(C(=O)Nc2ccccc2)cc1
x,-6,-4,5,3,11,-7,9,2,NC(COCc1ccccc1)c1csc(Nc2ccc(C(F)(F)F)cn2)n1 (stereo not drawn)

From PubChem
